Mcl-1 Bim block: inhibitors of Bim peptide binding to Mcl-1, primary screen, biochemical, bead-based flow cytometry, multiplex. 190,000 tested, 0.1% active. inhibition, % at 10 µM. Induced myeloid leukemia cell differentiation protein Mcl-1 (Homo sapiens), Q07820. AID 1009, 2008. Bim peptide-Mcl-1 binding;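 further: 0% = no compound tracer wells and 100% = peptide blocker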
Bim-Bfl-1: inhibitors of Bim binding to Bfl-1, primary screen, biochemical, multiplexed, bead-based flow cytometry. Bcl-2-related protein A1 (Homo sapiens), Q16548. Bim-Bfl-1 binding inhibition. inhibition, % at 10 µM. 190,000 tested, 0.12% active. AID 1008, 2008;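 further: 0% = wells without compound plus tracer and 100% = blocker peptide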
Bcl-W Bim block: inhibitors of Bim binding to Bcl-W, primary screen, biochemical, multiplexed, bead-based flow cytometry; Bcl-2-like protein 2 (Homo sapiens), Q92843; Bim peptide-Bcl-W binding; inhibition, % at 10 µM; 190,000 tested, 0.02% active;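 further: 0% = bound tracer without compound and 100% = peptide blocker; higher means less fluorescent Bim peptide bound to Bcl-W beads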
Target sequence (Q92843 whole entry, looked up): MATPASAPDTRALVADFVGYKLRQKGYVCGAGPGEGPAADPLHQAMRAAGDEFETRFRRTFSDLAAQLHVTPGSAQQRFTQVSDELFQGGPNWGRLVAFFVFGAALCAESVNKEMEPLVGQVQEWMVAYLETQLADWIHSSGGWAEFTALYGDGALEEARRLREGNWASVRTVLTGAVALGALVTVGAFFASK
RGS8-Gao: RGS8-Galphao binding modulators, primary screen, biochemical, multiplexed bead flow cytometry; actives lie on both sides; response (percent of control binding), % at 10 µM; 220,000 tested, 0.34% active; AID 1423, 2008; in the data active means response below about 60% or above about 140%; inactive means in between;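 further: Galphao activated as the GDP aluminium fluoride complex binding bead-coupled RGS8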
Target sequence (P09471 whole entry, looked up): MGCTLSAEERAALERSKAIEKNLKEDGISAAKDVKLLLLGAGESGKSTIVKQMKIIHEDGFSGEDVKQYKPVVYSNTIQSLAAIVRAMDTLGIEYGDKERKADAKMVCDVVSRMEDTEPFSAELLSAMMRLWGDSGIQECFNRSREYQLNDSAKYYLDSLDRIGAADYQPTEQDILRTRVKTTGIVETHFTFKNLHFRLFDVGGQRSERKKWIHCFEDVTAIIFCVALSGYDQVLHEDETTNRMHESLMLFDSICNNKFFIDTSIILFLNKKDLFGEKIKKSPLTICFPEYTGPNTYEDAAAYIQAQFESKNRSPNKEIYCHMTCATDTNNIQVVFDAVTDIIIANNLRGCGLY
Bim-Bcl-2: inhibitors of Bim-Bcl-2 binding, primary screen, biochemical, multiplexed, human Bcl-2 family; inhibition, % at 10 µM; 190,000 tested, 0.06% active; Bead-based flow cytometry, Bim peptide-Bcl-2 binding; in the data active means inhibition above about 40%; inconclusive means no clear call, values can overlap the other calls;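 further: 0% = no compound wells with probe peptide and 100% = reference peptide inhibitor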
ABCB1 inh: ABCB1 efflux pump inhibitors, primary screen, cell-based, multiplex, flow cytometry, ABCG2 counter-screen. inhibition, % at 6.6 µM. ATP-dependent translocase ABCB1 (Homo sapiens), P08183. CCRF-Adr cells, JC-1 efflux. 190,000 tested, 0.067% active; in the data active means inhibition above about 40%;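 further: 0% = vehicle and 100% = reference inhibitor; higher value means more JC-1 retained so stronger ABCB1 efflux block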
Bim-Bcl-B: inhibitors of Bim-Bcl-B binding, primary screen, biochemical, multiplexed, human Bcl-2 family. 190,000 tested, 0.073% active. Bcl-2-like protein 10 (Homo sapiens), Q9HD36. inhibition, % at 10 µM. bead-based flow cytometry, Bim peptide-Bcl-B binding;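 further: 0% = tracer peptide without compound and 100% = reference inhibitor peptide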
Target sequence (Q9HD36 whole entry, looked up): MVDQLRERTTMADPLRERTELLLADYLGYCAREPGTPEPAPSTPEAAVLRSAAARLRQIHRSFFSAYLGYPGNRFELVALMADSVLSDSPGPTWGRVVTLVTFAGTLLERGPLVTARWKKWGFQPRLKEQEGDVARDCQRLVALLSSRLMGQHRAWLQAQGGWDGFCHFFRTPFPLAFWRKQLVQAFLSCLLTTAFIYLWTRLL
ABCG2 inh: ABCG2 efflux pump inhibitors, primary screen, multiplex with ABCB1, IgMXP3 cells, flow cytometry; Broad substrate specificity ATP-binding cassette transporter ABCG2 (Homo sapiens), Q9UNQ0; JC-1 efflux; inhibition, % at 6.6 µM; 190,000 tested, 0.1% active;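 active means inhibition above 80%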;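 further: 0% = DMSO and 100% = nicardipine control wells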
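Assay system – ABCG2 IgMXP3 and barcoded ABCB1 CCRF-Adr cell mix · Input – 3 million cells/mL in well · Reagent – JC-1 fluorescent substrate · Compound – single test compound dose, 6.6 µM final · Timing – 10 min exposure at 25 °C with rotation, no wash · Detection – flow cytometry of retained JC-1 fluorescence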
RGS7-Gao: RGS7-Galphao binding modulators, primary screen, biochemical, multiplexed bead flow cytometry; binding response (% of control), % at 10 µM; 220,000 tested, 0.35% active; actives lie on both sides; Guanine nucleotide-binding protein G(o) subunit alpha (Homo sapiens), P09471; in the data active means binding response below about 49% or above about 150%; inconclusive means no clear call, values can overlap the other calls; inactive means in between;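 further: fluorescent Galphao held in activated GDP-AlF4 state binding bead-coupled RGS7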
RGS4-Gao reg: modulators of RGS4 binding to Galphao, primary screen, biochemical, multiplexed bead flow cytometry. 220,000 tested, 0.33% active. binding response (% of control), % at 10 µM. Guanine nucleotide-binding protein G(o) subunit alpha (Homo sapiens), P09471. actives lie on both sides; in the data active means binding response below about 49% or above about 150%; inactive means in between;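 further: fluorescent Galphao activated with aluminum fluoride binding bead-coupled RGS4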
Bim-Bcl-XL: inhibitors of Bim-Bcl-XL binding, primary screen, biochemical, multiplexed, bead flow cytometry, human Bcl-XL. Bcl-2-like protein 1 (Homo sapiens), Q07817. 190,000 tested, 0.04% active. AID 1007, 2008. inhibition, % at 10 µM. Bim peptide-Bcl-XL binding, fluorescence
Target sequence (Q07817 whole entry, looked up): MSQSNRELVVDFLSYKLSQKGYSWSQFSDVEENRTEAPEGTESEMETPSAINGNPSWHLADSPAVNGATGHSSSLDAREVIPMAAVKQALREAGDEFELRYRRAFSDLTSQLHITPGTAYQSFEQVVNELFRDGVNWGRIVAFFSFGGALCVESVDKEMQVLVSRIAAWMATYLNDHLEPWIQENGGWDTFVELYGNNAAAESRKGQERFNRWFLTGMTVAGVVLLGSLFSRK
* marks the source's active call; other numbers are inactive results. Unless noted, no stated cut-off is given here; in the data, active means inhibition above about 40%. Not a hit list; overall some 0.94% were active at least once.

What do the screens show for `CC(/C=C/c1ccc(C)o1)=C\C(=O)O`?
Mcl-1 Bim block: 0; Bim-Bfl-1: -2; Bcl-W Bim block: -2; RGS8-Gao: 101; Bim-Bcl-2: -1; ABCB1 inh: 0.2; Bim-Bcl-B: -3; ABCG2 inh: 0; RGS7-Gao: 95; RGS4-Gao reg: 101; Bim-Bcl-XL: -2

What do the screens show for `COc1cc2c(cc1OC)CN(Cc1cccs1)CC2`?
Mcl-1 Bim block: -1; Bim-Bfl-1: -10; Bcl-W Bim block: -2; RGS8-Gao: 102; Bim-Bcl-2: -12; ABCB1 inh: 1.6; Bim-Bcl-B: -7; ABCG2 inh: 1; RGS7-Gao: 104; RGS4-Gao reg: 102; Bim-Bcl-XL: -4

What do the screens show for `O=C(O)CCCNC(=O)CC1S/C(=N/N=C/c2ccccc2O)NC1=O` (stereo unspecified)?
Mcl-1 Bim block: 0; Bim-Bfl-1: -7; Bcl-W Bim block: -1; RGS8-Gao: 98; Bim-Bcl-2: -5; ABCB1 inh: 1.4; Bim-Bcl-B: -8; ABCG2 inh: 2; RGS7-Gao: 93; RGS4-Gao reg: 95; Bim-Bcl-XL: -2

Results for CC1CCCC(C)N1C(=O)C1CC(c2ccc(F)cc2)=NO1 (stereo unspecified) ?
Mcl-1 Bim block: -4; Bim-Bfl-1: -4; Bcl-W Bim block: 1; RGS8-Gao: 123; Bim-Bcl-2: -3; ABCB1 inh: 0.3; Bim-Bcl-B: 0; ABCG2 inh: 1; RGS7-Gao: 104; RGS4-Gao reg: 107; Bim-Bcl-XL: 0

How did O=C(c1ccc(Cl)c(F)c1F)N1CCCC1 do in these assays?
Mcl-1 Bim block: 2; Bim-Bfl-1: -8; Bcl-W Bim block: 1; RGS8-Gao: 103; Bim-Bcl-2: -10; ABCB1 inh: -3.1; Bim-Bcl-B: -5; ABCG2 inh: -2; RGS7-Gao: 100; RGS4-Gao reg: 101; Bim-Bcl-XL: 0

What do the screens show for `Cc1nn(C)c(C)c1CNC(=O)Nc1ccc2c(c1)OCO2`?
Mcl-1 Bim block: -4; Bim-Bfl-1: -8; Bcl-W Bim block: -5; RGS8-Gao: 101; Bim-Bcl-2: -8; ABCB1 inh: 0.2; Bim-Bcl-B: -9; ABCG2 inh: 1; RGS7-Gao: 97; RGS4-Gao reg: 100; Bim-Bcl-XL: -6

Results for COc1ccc2nc(CC(C)(C)CC(=O)O)c[n+]([O-])c2c1 ?
Mcl-1 Bim block: 0; Bim-Bfl-1: -1; Bcl-W Bim block: 2; RGS8-Gao: 103; Bim-Bcl-2: -1; ABCB1 inh: 1.1; Bim-Bcl-B: 0; ABCG2 inh: 3; RGS7-Gao: 96; RGS4-Gao reg: 98; Bim-Bcl-XL: -2

What do the screens show for `O=S(=O)(c1ccc(Br)cc1)N1CCCN(Cc2cccc(F)c2)CC1`?
Mcl-1 Bim block: -6; Bim-Bfl-1: -4; Bcl-W Bim block: -4; RGS8-Gao: 102; Bim-Bcl-2: -2; ABCB1 inh: 1.2; Bim-Bcl-B: -13; ABCG2 inh: 3; RGS7-Gao: 98; RGS4-Gao reg: 101; Bim-Bcl-XL: -4

What do the screens show for `CCOC(=O)N1CCC(NC(=O)c2cc(C(=O)Nc3cccc(C(F)(F)F)c3)ccc2CO)CC1`?
Mcl-1 Bim block: 0; Bim-Bfl-1: -3; Bcl-W Bim block: 2; RGS8-Gao: 99; Bim-Bcl-2: -1; ABCB1 inh: 0.0; Bim-Bcl-B: 3; ABCG2 inh: 0; RGS7-Gao: 98; RGS4-Gao reg: 100; Bim-Bcl-XL: 0

How did COc1ccc(C(=O)NNS(=O)(=O)c2ccc(C)cc2)cc1 do in these assays?
Mcl-1 Bim block: -1; Bim-Bfl-1: -7; Bcl-W Bim block: -2; RGS8-Gao: 101; Bim-Bcl-2: -12; ABCB1 inh: -0.1; Bim-Bcl-B: -12; ABCG2 inh: 6; RGS7-Gao: 104; RGS4-Gao reg: 104; Bim-Bcl-XL: -5

What do the screens show for `CC(NCC(c1ccco1)N1CCCCC1)C(=O)NC1CCCC1` (stereo unspecified)?
Mcl-1 Bim block: 1; Bim-Bfl-1: 4; Bcl-W Bim block: -1; RGS8-Gao: 100; Bim-Bcl-2: 4; ABCB1 inh: 3.0; Bim-Bcl-B: 6; ABCG2 inh: 6; RGS7-Gao: inconclusive; RGS4-Gao reg: 98; Bim-Bcl-XL: 0

How did COc1cc(/C=N/S(=O)(=O)CCc2ccccc2)cc(OC)c1O do in these assays?
Mcl-1 Bim block: -1; Bim-Bfl-1: -10; Bcl-W Bim block: -3; RGS8-Gao: 97; Bim-Bcl-2: -8; ABCB1 inh: 0.4; Bim-Bcl-B: -15; ABCG2 inh: 1; RGS7-Gao: 96; RGS4-Gao reg: 99; Bim-Bcl-XL: -5

How did COc1cc(C2C(C#N)=C(C)NC(C)=C2C#N)cc(OC)c1OC do in these assays?
Mcl-1 Bim block: 0; Bim-Bfl-1: 0; Bcl-W Bim block: 0; RGS8-Gao: 102; Bim-Bcl-2: 2; ABCB1 inh: 0.6; Bim-Bcl-B: 2; ABCG2 inh: 3; RGS7-Gao: 107; RGS4-Gao reg: 105; Bim-Bcl-XL: 0

What do the screens show for `Cc1ccc2c(c1)/C(=N/O)CCS2`?
Mcl-1 Bim block: 0; Bim-Bfl-1: -11; Bcl-W Bim block: 1; RGS8-Gao: 106; Bim-Bcl-2: -5; ABCB1 inh: 0.2; Bim-Bcl-B: -4; ABCG2 inh: 3; RGS7-Gao: 105; RGS4-Gao reg: 109; Bim-Bcl-XL: -8

What do the screens show for `O=C(Nc1ccc(N2CCN(C(=O)c3ccccc3)CC2)c(Cl)c1)c1cccnc1`?
Mcl-1 Bim block: -2; Bim-Bfl-1: -5; Bcl-W Bim block: -1; RGS8-Gao: 98; Bim-Bcl-2: -2; ABCB1 inh: 1.0; Bim-Bcl-B: 0; ABCG2 inh: 8; RGS7-Gao: 97; RGS4-Gao reg: 97; Bim-Bcl-XL: -6

The last 3 entries of the part before are carried over, then new ones follow:
How did COc1cc(C2C(C#N)=C(C)NC(C)=C2C#N)cc(OC)c1OC do in these assays?
Mcl-1 Bim block: 0; Bim-Bfl-1: 0; Bcl-W Bim block: 0; RGS8-Gao: 102; Bim-Bcl-2: 2; ABCB1 inh: 0.6; Bim-Bcl-B: 2; ABCG2 inh: 3; RGS7-Gao: 107; RGS4-Gao reg: 105; Bim-Bcl-XL: 0

What do the screens show for `Cc1ccc2c(c1)/C(=N/O)CCS2`?
Mcl-1 Bim block: 0; Bim-Bfl-1: -11; Bcl-W Bim block: 1; RGS8-Gao: 106; Bim-Bcl-2: -5; ABCB1 inh: 0.2; Bim-Bcl-B: -4; ABCG2 inh: 3; RGS7-Gao: 105; RGS4-Gao reg: 109; Bim-Bcl-XL: -8

What do the screens show for `O=C(Nc1ccc(N2CCN(C(=O)c3ccccc3)CC2)c(Cl)c1)c1cccnc1`?
Mcl-1 Bim block: -2; Bim-Bfl-1: -5; Bcl-W Bim block: -1; RGS8-Gao: 98; Bim-Bcl-2: -2; ABCB1 inh: 1.0; Bim-Bcl-B: 0; ABCG2 inh: 8; RGS7-Gao: 97; RGS4-Gao reg: 97; Bim-Bcl-XL: -6

Results for COCCn1nnnc1SCC(=O)c1ccc(F)cc1 ?
Mcl-1 Bim block: -1; Bim-Bfl-1: -4; Bcl-W Bim block: -1; RGS8-Gao: 121; Bim-Bcl-2: 1; ABCB1 inh: -0.6; Bim-Bcl-B: 0; ABCG2 inh: 4; RGS7-Gao: 113; RGS4-Gao reg: 106; Bim-Bcl-XL: -2

What do the screens show for `O=c1oc2ccc(Br)cc2cc1-c1nc2ccccc2o1`?
Mcl-1 Bim block: -1; Bim-Bfl-1: -4; Bcl-W Bim block: -4; RGS8-Gao: 97; Bim-Bcl-2: -7; ABCB1 inh: 0.5; Bim-Bcl-B: 0; ABCG2 inh: 2; RGS7-Gao: 96; RGS4-Gao reg: 97; Bim-Bcl-XL: -3

Results for CC(=O)c1ccc(NC(=O)/C(=C\c2cccs2)NC(=O)c2ccco2)cc1 ?
Mcl-1 Bim block: -1; Bim-Bfl-1: -7; Bcl-W Bim block: -3; RGS8-Gao: 102; Bim-Bcl-2: -3; ABCB1 inh: 0.3; Bim-Bcl-B: -10; ABCG2 inh: 7; RGS7-Gao: 103; RGS4-Gao reg: 102; Bim-Bcl-XL: 0

How did CCC(C)Cn1c(C(C)O)nc2ccccc21 (stereo unspecified) do in these assays?
Mcl-1 Bim block: -2; Bim-Bfl-1: -2; Bcl-W Bim block: -2; RGS8-Gao: 102; Bim-Bcl-2: -5; ABCB1 inh: -0.8; Bim-Bcl-B: -1; ABCG2 inh: -3; RGS7-Gao: 102; RGS4-Gao reg: 99; Bim-Bcl-XL: -5

Results for COc1ccc(O[C@H]2C=C[C@@H](c3ccccc3)O[C@@H]2CO/N=C/C[C@@H]2C=C[C@H](OC(C)=O)[C@@H](COC(C)=O)O2)cc1 ?
Mcl-1 Bim block: -1; Bim-Bfl-1: 2; Bcl-W Bim block: 1; RGS8-Gao: 101; Bim-Bcl-2: 1; ABCB1 inh: 3.5; Bim-Bcl-B: 0; ABCG2 inh: 8; RGS7-Gao: 102; RGS4-Gao reg: 100; Bim-Bcl-XL: 2

How did CCOc1cc(C2Nc3ccccc3C(=O)N2c2ccccc2OC)ccc1O (stereo unspecified) do in these assays?
Mcl-1 Bim block: -1; Bim-Bfl-1: -2; Bcl-W Bim block: -3; RGS8-Gao: 98; Bim-Bcl-2: -2; ABCB1 inh: 0.3; Bim-Bcl-B: 2; ABCG2 inh: 1; RGS7-Gao: 100; RGS4-Gao reg: 100; Bim-Bcl-XL: -2

How did Cc1ccc(N=C2CSC(=O)N2)cc1 do in these assays?
Mcl-1 Bim block: 0; Bim-Bfl-1: -7; Bcl-W Bim block: -3; RGS8-Gao: 92; Bim-Bcl-2: -1; ABCB1 inh: -0.2; Bim-Bcl-B: -7; ABCG2 inh: 1; RGS7-Gao: 102; RGS4-Gao reg: 97; Bim-Bcl-XL: -2

What do the screens show for `CCOc1ccc(NC(=O)c2cc3cc4ccc(OC)cc4nc3o2)cc1`?
Mcl-1 Bim block: 0; Bim-Bfl-1: -6; Bcl-W Bim block: 0; RGS8-Gao: 104; Bim-Bcl-2: -5; ABCB1 inh: -0.1; Bim-Bcl-B: -9; ABCG2 inh: -1; RGS7-Gao: 92; RGS4-Gao reg: 82; Bim-Bcl-XL: 8
